KDM5B inh: Primary screen for KDM5B Histone Demethylases FDH-coupled qHTS | KDM5B demethylase, FDH-coupled NADH fluorescence (FDH is formaldehyde dehydrogenase) | Potency, µM (top dose mostly 57.7 µM), inactives show at the highest dose activity change, negative = inhibition, most hits filed as inhibitors | AID 1347165, 2019 | 220,000 compounds, 2.6% hits; active = well fitted inhibition curve with a large enough effect; inconclusive = small, poorly fitted or top-dose-only effect; inactive = no such curve, though single readings can be large or run the other way; note: 0% is about no effect; nearly all actives have a fitted effect of over 70% in size
Target sequence (Q9UGL1 whole entry, looked up): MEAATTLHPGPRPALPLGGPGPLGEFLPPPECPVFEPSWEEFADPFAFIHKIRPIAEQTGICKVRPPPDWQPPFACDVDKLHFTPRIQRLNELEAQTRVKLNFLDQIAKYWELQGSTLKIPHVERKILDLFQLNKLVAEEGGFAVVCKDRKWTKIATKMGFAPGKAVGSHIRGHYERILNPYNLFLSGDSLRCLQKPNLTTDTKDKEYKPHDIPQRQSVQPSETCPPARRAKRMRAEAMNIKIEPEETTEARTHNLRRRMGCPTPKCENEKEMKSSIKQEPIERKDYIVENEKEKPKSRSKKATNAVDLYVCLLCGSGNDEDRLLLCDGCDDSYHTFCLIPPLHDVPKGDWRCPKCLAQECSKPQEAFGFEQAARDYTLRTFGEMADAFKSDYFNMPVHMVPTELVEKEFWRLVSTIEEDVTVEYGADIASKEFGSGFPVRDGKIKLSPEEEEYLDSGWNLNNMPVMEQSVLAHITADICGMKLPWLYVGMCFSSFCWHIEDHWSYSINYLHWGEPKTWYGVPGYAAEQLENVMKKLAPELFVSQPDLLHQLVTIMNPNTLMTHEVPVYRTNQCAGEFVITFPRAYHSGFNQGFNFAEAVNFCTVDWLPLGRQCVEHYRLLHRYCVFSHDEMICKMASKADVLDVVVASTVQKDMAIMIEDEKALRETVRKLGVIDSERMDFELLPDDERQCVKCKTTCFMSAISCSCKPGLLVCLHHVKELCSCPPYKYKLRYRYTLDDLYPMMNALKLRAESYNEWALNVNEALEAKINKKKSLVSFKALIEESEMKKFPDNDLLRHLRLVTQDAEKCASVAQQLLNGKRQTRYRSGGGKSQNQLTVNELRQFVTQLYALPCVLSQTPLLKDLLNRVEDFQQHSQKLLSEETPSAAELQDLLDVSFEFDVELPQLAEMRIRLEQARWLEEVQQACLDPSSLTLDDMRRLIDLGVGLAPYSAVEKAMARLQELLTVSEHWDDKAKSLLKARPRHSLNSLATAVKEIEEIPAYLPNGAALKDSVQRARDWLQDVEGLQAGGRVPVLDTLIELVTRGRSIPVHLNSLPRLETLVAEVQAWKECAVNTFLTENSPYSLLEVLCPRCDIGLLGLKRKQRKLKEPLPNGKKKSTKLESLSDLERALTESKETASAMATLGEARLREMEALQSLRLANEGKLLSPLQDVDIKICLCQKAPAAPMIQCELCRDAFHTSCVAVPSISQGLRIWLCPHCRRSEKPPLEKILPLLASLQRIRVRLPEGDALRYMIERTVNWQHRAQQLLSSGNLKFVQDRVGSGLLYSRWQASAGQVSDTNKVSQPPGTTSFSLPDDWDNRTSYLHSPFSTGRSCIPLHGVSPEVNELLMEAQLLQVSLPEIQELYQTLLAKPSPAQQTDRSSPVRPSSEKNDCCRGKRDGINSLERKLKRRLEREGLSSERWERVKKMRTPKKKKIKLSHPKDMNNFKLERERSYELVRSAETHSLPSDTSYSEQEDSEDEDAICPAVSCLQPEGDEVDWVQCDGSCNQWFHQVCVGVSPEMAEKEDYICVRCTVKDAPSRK
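Coupled FDH/NAD⁺ fluorescence readout. KDM5BΔAP 200 nM final; compound titration, 10 min RT preincubation; substrate mix 12.5 µM H3K4me3, 25 µM 2-OG, 50 µM Fe(II), 100 µM ascorbate, 0.25 mM NAD⁺, 0.25 U/mL FDH; ΔRFU over 30 min.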
An asterisk follows results filed as active; ? = inconclusive; [ ] = dose if it differs, or a comment. Potency is the fitted concentration of half-maximal effect. Not all compounds are listed; rates above refer to the full screens.

compound	KDM5B inh
Cc1ccc(-c2noc([C@@H]3C[C@H](NC(=O)Nc4ccc(Cl)cc4)CN3C)n2)cc1	7.7%[86.2 µM]
O=C(NCc1ccncc1)c1ccc2nccn2c1	?
CNC(=O)[C@@H]1C[C@H](Oc2cccnc2)CN1S(=O)(=O)c1cccs1	-1.8%
Cc1c(C(=O)N2CCC(C)CC2)c(S(=O)(=O)NCc2ccc(Br)cc2)c(C)n1C	13.4%
CCC(=O)Nc1nnc(SCC(=O)Nc2ccc3c(c2)OCO3)s1	-5.8%
CC(=O)C1C(=O)CC(C)(O)C(C(C)=O)C1c1ccc(Cl)cc1 (stereo not given)	20.5%
Cc1ccc(/C=C/C(=O)c2ccccc2O)cc1	-8.1%
Cc1ccc(-c2noc(CSc3nnc4ccccn34)n2)cc1F	21.0%
CCCS(=O)(=O)c1c(S(=O)(=O)CCC)c2cc(CC)ccn2c1C(=O)c1ccc(OC)cc1	-25.6%
CC(=O)N1CCc2nc3sc(C(=O)Nc4ccc(F)cc4)c(N)c3c(C(F)(F)F)c2C1	-0.5%
CC(C)c1nc2c(c(-c3ccc(Cl)cc3)n1)CCN(C(=O)c1ccc3c(c1)OCO3)CC2	-17.9%[115 µM]
O=C(NCc1ccccc1)C1CC(c2ccccc2)CN(C(=O)c2ccccc2F)C1 (stereo not given)	12.9%

Entries shown so far that have a halogen, in the order listed:
compound	KDM5B inh
Cc1ccc(-c2noc([C@@H]3C[C@H](NC(=O)Nc4ccc(Cl)cc4)CN3C)n2)cc1	7.7%[86.2 µM]
Cc1c(C(=O)N2CCC(C)CC2)c(S(=O)(=O)NCc2ccc(Br)cc2)c(C)n1C	13.4%
CC(=O)C1C(=O)CC(C)(O)C(C(C)=O)C1c1ccc(Cl)cc1 (stereo not given)	20.5%
Cc1ccc(-c2noc(CSc3nnc4ccccn34)n2)cc1F	21.0%
CC(=O)N1CCc2nc3sc(C(=O)Nc4ccc(F)cc4)c(N)c3c(C(F)(F)F)c2C1	-0.5%
CC(C)c1nc2c(c(-c3ccc(Cl)cc3)n1)CCN(C(=O)c1ccc3c(c1)OCO3)CC2	-17.9%[115 µM]
O=C(NCc1ccccc1)C1CC(c2ccccc2)CN(C(=O)c2ccccc2F)C1 (stereo not given)	12.9%

Additional entries follow:
compound	KDM5B inh
COc1ccccc1NC(=O)C(=O)NCC(c1ccc2c(c1)OCO2)N1CCN(C)CC1 (stereo not given)	-4.2%
O=C1CSC(c2cccnc2)N1CC1CC1 (stereo not given)	7.3%
COc1cc(Cl)ccc1Nc1ncc(C(=O)N2CCN(c3ccccc3OC)CC2)c2ccccc12	-63.4%
O=C1N(CCc2ccccc2)CCOC12CCN(Cc1ccc3cn[nH]c3c1)CC2	14.5%[86.2 µM]
Cc1ccc2nc(CO[C@H]3CN(Cc4ccc5c(c4)OCO5)C[C@H]3F)[nH]c2c1	-21.9%[86.2 µM]
Cc1nn(C(C)C)cc1N	-24.3%
CC1C(=O)C(C)(C)C(=O)OC1c1ccccc1 (stereo not given)	-0.3%
Cc1nc2sccn2c(=O)c1S(=O)(=O)Nc1cccc(Cl)c1C	?
CCc1ccc(NC(=O)Cn2c(=O)n(CCCCC(=O)NCCc3ccc(Cl)cc3)c(=O)c3ccccc32)cc1	7.9%
CC(=O)NC1(C)CCN(Cc2cccc(-c3cccc4ncccc34)c2)C1 (stereo not given)	39.8µM*
COc1ccc(CNc2ccc3cc(S(=O)(=O)N4CCCCC4)ccc3n2)cc1	?
Cc1cc2oc(=O)cc(CN3C(=O)c4ccccc4S3(=O)=O)c2cc1C(C)C	29.4%
CC1=C(c2ccc(C)c(C)c2)S(=O)(=O)N=C1N1CCC(C(=O)NC2CCCC2)CC1	6.4%
COc1ccc(NC(=O)N[C@@H](CCSC)C(=O)O)c(OC)c1	5.7%
O=C(Cn1cccc1-c1nc(-c2ccc(F)cc2)no1)Nc1ccc(F)cc1	2.1%
Cc1nn(C)cc1CN1CCC2(CCN(Cc3cccnc3)CC2)C(CO)C1 (stereo not given)	18.0%
CCCCc1nn2c(=O)cc(COC(=O)c3ccc4c(c3)OCO4)nc2s1	-19.9%
CC(=O)c1ccc(NC(=O)CN2C(=O)CCc3cc(S(=O)(=O)N4CCC(C)CC4)ccc32)cc1	0.2%
COc1ccc(-c2cc(C(=O)OCC(=O)NC3CC3)c3ccccc3n2)cc1	?
O=C(NCC1CCCN(S(=O)(=O)c2ccc3c(c2)OCCO3)C1)c1cccs1 (stereo not given)	-0.7%
O=C(c1ccccc1F)N1CCC2(CC1)CC(c1cccnc1)=NO2	1.9%
Cc1cccc(C(=O)Nc2sc3c(c2C(=O)N2CCN(C)CC2)CCC3)c1	10.0%
CCCCCCn1nc(C(=O)Nc2ccc(NC(C)=O)cc2)c2ccccc2c1=O	3.6%
CCN(CC(=O)NC(C)(C)C)C(=O)c1cccc(C#N)c1	13.4%
COc1cccc(CCN2CC[C@H]3CN(C(=O)Nc4ccc(F)cc4)CC[C@H]3CC2=O)c1OC	14.5%
Fc1ccc(NCc2ccc(Br)cc2)c(F)c1	4.2%
COCCOC1CN(C2CCN(C(=O)c3ccco3)CC2)C12CCCCC2 (stereo not given)	10.2%
CCOC(=O)C1(Cc2ccc(OC)cc2)CCN(C(=O)[C@@H]2CCCN2C(C)=O)CC1	5.8%
CC(C)C(NC(=O)c1ccc(F)cc1)C(=O)NN (stereo not given)	33.0%[activator]
Cc1ccc(N(CC(=O)NC2CCCC2)C(=O)CCC(=O)Nc2ccccn2)cc1	12.3%
O=C(NCC1CCCO1)c1cc(-c2ccccc2F)cc2c1OCCN2Cc1cccnc1 (stereo not given)	20µM*
Cc1ccc(N2Cc3c(NCCO)ncnc3N(C)CC2=O)cc1	?
CN(Cc1ccc(C(F)(F)F)cc1)C(=O)NCc1ccco1	16.3%
CCOC(=O)CN1C(=O)C(O)(CC(=O)c2cccnc2)c2ccccc21 (stereo not given)	20.4%
CC(=O)NCC(=O)N[C@@H](CC(=O)OCc1ccccc1)C(=O)OCc1ccccc1	-1.1%
Cc1ccc(-n2cnc3cc(C(=O)NCCC4=CCCCC4)ccc32)cc1Cl	-19.6%

Molecules from the list above with a furan ring, fused or not (2):
compound	KDM5B inh
COCCOC1CN(C2CCN(C(=O)c3ccco3)CC2)C12CCCCC2 (stereo not given)	10.2%
CN(Cc1ccc(C(F)(F)F)cc1)C(=O)NCc1ccco1	16.3%

The list continues.
compound	KDM5B inh
O=C(Cc1ccc(F)cc1)N1CCc2nc(-c3ccc(Cl)cc3)nc(-c3ccccc3)c2C1	-11.4%
COc1cccc(-c2nc(CS(=O)(=O)CC(=O)N3CCN(c4ccccc4)CC3)c(C)o2)c1	16.1%
COc1cc2cc(C(=O)NCC(=O)Nc3ccc4c(c3)OCCO4)[nH]c2c(OC)c1OC	?
Cc1ccc(-n2c(=O)c3c4c(sc3n(CC(=O)C(C)(C)C)c2=O)CCCCC4)cc1C	-3.5%
CCn1cc(CN(C)C(=O)[C@H]2CN(Cc3ccccc3)C[C@H]2C(=O)O)c(C)n1	-1.8%
S=C(Nc1ccccc1)c1ccccc1	-12.6%
Cc1cc(NC(=O)Nc2ccccc2[N+](=O)[O-])n(C)n1	8.0%
CSc1cccc(NC(=O)N(C)CCc2noc(-c3ccc(C(=O)N4CCCCC4)cc3)n2)c1	11.4%
O=C(CCc1ncc(-c2ccc(F)cc2)o1)N1CCN(c2ccccc2Cl)CC1	-13.5%
Cc1noc(C)c1-c1cc2cc(CN(C)C)oc2c(Nc2ccn(C)n2)n1	9.0%[86.2 µM]
CCCS(=O)(=O)c1c(S(=O)(=O)CCC)c2cc(C(C)(C)C)ccn2c1C(=O)c1ccccc1	?
CCCCCCC(=O)N1CCCC(c2nc(-c3cccc(OC)c3)no2)C1 (stereo not given)	-13.1%

Continuation.
| Compound | KDM5B inh |
| --- | --- |
| O=C(Cn1c(=O)nc(-c2ccccc2)c2ccccc21)N1CCN(c2ccc(F)cc2)CC1 | -0.6% |
| O=C(OCC(=O)c1c[nH]c2ccccc12)c1ccc(Cl)c([N+](=O)[O-])c1 | 20.7% |
| COCCNC(=O)CN1CN(c2ccccc2)C2(CCN(C(=O)C3CCCCC3)CC2)C1=O | -6.0% |
| Cc1ccc(NC(=O)C2CCCN(C(=O)c3ccc(Cl)cc3)C2)cc1C (stereo not given) | 17.0% |
| Nn1c(SCC(=O)NCCc2ccc(F)cc2)nnc1-c1ccco1 | -16.4% |
| COc1ccccc1CNC(=O)/C(C#N)=C/c1ccc(OC)c(OC)c1OC | ? |
| COC[C@@H]1CN(c2ncccn2)C[C@H]1C(=O)Nc1ccc(OC)nc1 | 25.1µM* |
| C=CCOC(=O)Nc1nc2c(s1)C[C@@H]1[C@](C)(CO)[C@H](O)CC[C@@]1(C)[C@@H]2CC(=O)NC1CCCCC1 | ? |
| c1ccc2c(NC(C3CC3)C3CC3)nc(-c3ccncc3)nc2c1 | -9.0% |
| FC(F)(F)c1ccc2c(c1)nc1n2[C@@H](CNC2CCC2)COC1 | 6.9%[86.2 µM] |
| CCN1C(=O)c2ccccc2S(=O)(=O)c2ccc(C(=O)NCc3ccccc3OC)cc21 | ? |
| CC1C(=O)N(Cc2ccc([N+](=O)[O-])cc2)c2ccccc2N1C(=O)c1c(F)cccc1F (stereo not given) | 15.9% |
| O=C(CCC1CCCC1)N1CCN(C(=O)c2cc(=O)[nH]c3ccccc23)CC1 | -25.1% |
| CCc1nnc([C@@H]2CC(F)(F)CN2C(=O)c2occc2C)o1 | 21.1% |
| CC(=O)N(c1nc(C)c(C(=O)Nc2ccc3cc[nH]c3c2)s1)C1CCCC1 | ? |
| Cc1nccn1-c1ccc(CNC(=O)C(c2ccc(F)cc2)N(C)C)cc1 (stereo not given) | 12.7% |
| CCCOc1cccc(C(=O)Nc2cccc3ccc(C)nc23)c1 | -8.5% |
| COC(=O)C1=C(C)N=C2SC=C(CC(=O)NCc3ccccc3)N2C1c1ccccc1C (stereo not given) | ? |
| Cc1ccc(S(=O)(=O)N(C)C)cc1NC(=O)COC(=O)c1ccccc1C(F)(F)F | 0.1% |
| Cc1ccc(C)c(S(=O)(=O)N2CCCN(C)c3ccccc32)c1 | -15.3% |
| CN=C(NC)NCc1ccc(Br)s1 | 11.8% |
| CCCCCC(C)NC(=O)/C=C/c1ccc(C)cc1 (stereo not given) | 13.5% |
| Cc1cc2c(c(=O)n1Cc1cccs1)C(c1cccs1)C(C#N)=C(N)O2 (stereo not given) | -19.5% |
| CCc1ccc(-c2nc(-c3nc(-c4cccs4)cs3)sc2C)cc1 | -11.4% |
| O=C(c1cc(COc2ccc3ncccc3c2)on1)N1CCC[C@H]1CO | -11.1% |
| Cc1ccc(CNCc2ccccc2C(F)(F)F)cc1 | 3.2% |
| COc1ccc(Cn2c(=O)n(-c3ccc(OC)cc3)c(=O)c3c2c2cc(OC)ccc2n3C)cc1 | ? |
| N[C@@H](Cc1ccccc1)c1nnc(SC/C=C/c2ccccc2)o1 | -27.6% |
| COc1nc(SCC(=O)Nc2ccccc2Cl)nc(N(C)C)n1 | 38.2% |
| O=C(Cn1c(-c2cccs2)cc2ccccc21)N1CCN(c2ccccc2F)CC1 | ? |
| CCOC(=O)c1c(NC(=O)/C=C/c2ccc(OCC)cc2)sc2c1CCC2 | -20.3% |
| CNC(=O)[C@@H]1CN(C(=O)CCc2ccccc2OC)C[C@H]1COC | 14.9% |
| Cc1ccc(CSc2nnc3[nH]c(=O)cc(-c4ccccc4)n23)cc1 | ? |
| CS(=O)(=O)N1CCc2[nH]cnc2C12CCN(C(=O)C1CCCC1)CC2 | ? |
| CCOC(=O)c1noc2nc(C)n(Cc3nc(-c4ccc(OC)c(OC)c4)oc3C)c(=O)c12 | 0.5% |
| Cc1cc(=O)oc2cc(NC(=O)CCCOc3ccccc3)ccc12 | ? |
| COc1cccc(C(=O)N2CCC(N3C(=O)CCC3C(=O)NCc3ccccc3)CC2)c1C (stereo not given) | 27.4% |
| COCC(=O)N[C@H]1C[C@H]2C(=O)NC[C@@H](CCC(=O)NCc3ccccc3)N2C1 | ? |
| O=C(/C=C/c1ccco1)Nc1cccc(C(=O)Nc2ccccc2C(=O)O)c1 | ? |
| Oc1ccccc1CN1C[C@H](O)C[C@H]1c1nc(-c2ccccc2)no1 | -30.1%[86.2 µM] |
| Cc1ccc(C(=O)N2CCN(c3ccc(F)cc3)CC2)cc1NC(=O)c1nsc2ccccc12 | 9.4% |
| Cc1ccc(S(=O)(=O)N(Cc2ccccc2)c2nc3nc(C)cc(C)n3n2)cc1 | 0.1% |
| CC(Sc1ccccn1)C(=O)Nc1cccc(Cl)c1 (stereo not given) | -10.3% |
| Brc1ccc(C=Nc2ccccc2Cc2ccccc2)cc1 | 13.6% |
| COc1ccc(-c2nc(C#N)c(NCC(c3cccs3)N(C)C)o2)cc1 (stereo not given) | ? |
| CCC(NC(=O)c1ccncc1)C12CC3CC(CC(C3)C1)C2 (stereo not given) | 15.2% |
| Cc1ccc(C(=O)N2CCC(n3cc(-c4nc(C(C)C)no4)nn3)CC2)s1 | -16.8% |
| COC[C@@H]1CN(C(=O)c2cc(C3CC3)[nH]n2)C[C@H]1c1nc(C2CC2)no1 | -8.1% |
| COCC1CN(C(C)=O)CC12CCN(C(=O)c1cccc(Cl)c1)CC2 (stereo not given) | 4.4% |
| Cc1nn2c(c1-c1ccnn1C(C)C)N(Cc1ccc3c(c1)CCO3)CCC2 | 0.6%[86.2 µM] |
| CCCn1c(N)c(N(CCOC)C(=O)c2ccc(OC(F)(F)F)cc2)c(=O)[nH]c1=O | 14.1% |
| COc1ccc2sc(N(Cc3cccnc3)C(=O)CCc3ccccc3)nc2c1 | -25.1% |
| CC(C)C(=O)N(Cc1ccccc1)Cc1cc2ccccc2[nH]c1=O | -8.4% |
| O=C(CSc1ncnc2nc[nH]c12)Nc1ccccc1Cl | -8.2% |
| COC(=O)C1=C(C)N(Cc2cccc([N+](=O)[O-])c2)C(=O)CC1c1ccccc1Cl (stereo not given) | -11.0% |
| CN(Cc1nc(-c2cccc(Cl)c2)no1)C1CCOCC1 | -6.4% |

High-throughput results as filed in PubChem.
